Source: PubChem BioAssay
F508del corr: CFTR F508del correction in bronchial cells; activity (quench increase), % at 7.58 µM; CFBE cells, YFP halide quenching; stimulated with forskolin plus potentiator P3; % fluorescence drop versus neutral controls; 350,000 tested, 0.36% active; AID 720511;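 active = mean added fluorescence quench of at least 8% versus neutral control, with both replicates also reaching 8%; inconclusive = only one of the mean or replicate conditions met; inactive = mean below 8% and not both replicates reaching 8%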;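 also: cells transiently co-express mutant CFTR-F508del with the halide-sensitive YFP; corrector assay measuring rescue of mutant channel to the surface after 24 h compound exposure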
miR-122 sensor: miR-122 inhibition in Huh7 cells. Huh7 miR-122 Renilla luciferase sensor, 48 h; neutral wells = 0, positive control = 100. activation (reporter increase), % at 12.5 µM. 340,000 tested, 0.3% active. AID 602342;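 active = mean replicate activation score at least 90 and every replicate individually at or above 90; inconclusive = only one of the two criteria met; inactive = neither criterion met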;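 also: higher luciferase means less miR-122 activity so hits act as miR-122 inhibitors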
Cneo AK release: causes C. neoformans cell lysis | 360,000 tested, 0.2% active | adenylate kinase release luminescence, 4 h; normalised: neutral wells 0, clomiphene wells 100 | lysis activity, % at 15 µM;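 active = mean lysis activity across replicates of at least 80%, whatever share of replicates individually reach that level; inactive = mean lysis activity below 80%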
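Assay system: log-phase C. neoformans yeast / Quantity: yeast cell density of 5 × 10^6 cells/mL / Medium: fresh YPD growth medium / Compound: single dose / Timing: static 4 h at 37 °C with compound, 1 h detection / Measured by: adenylate kinase release luminescence / Read-out: lysis from increased AK signal / Benchmarks: Clomiphene as positive lysis control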
FN deposition inh: fibronectin deposition inhibition. inhibition, % at 12.6 µM. AID 743247. 350,000 tested, 0.086% active. AH1F fibroblasts, Alexa488-fibronectin deposition fluorescence, overnight;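 active = mean inhibition across replicates of 30% or more, regardless of how many single replicates reach that level; inconclusive = mean under 30% yet at least half of replicates reach 30%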;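 also: positive control wells lacked labelled fibronectin entirely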
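Test system: AH1F fibroblast monolayer depositing Alexa488-labelled fibronectin into matrix. Input: 10000 cells per well. Technique: fluorescence, ex 485 nm, em 525 nm. Buffer or medium: DMEM plus 2% serum, read in PBS. Timing: 1 h cell adhesion before compound, then overnight fibronectin incubation. Compound: single dose, pinned. Read-out basis: inhibition from reduced deposited-fibronectin fluorescence.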
INS-1E GSIS act: primary screen for activators of insulin secretion dependent on glucose, INS-1E cells, GLuc reporter luminescence; INS-1E GLuc reporter insulin secretion, 2-3 h; activation, % at 16.6 µM; 370,000 tested, 0.61% active;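 active = lowest replicate activation of at least 40%, so every replicate reaches that level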;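 also: 0% = median of neutral control wells and 100% = median of IBMX positive control wells; some compounds called inactive have numbers as strong as hits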
PglD inh: blocks C. jejuni PglD acetyltransferase activity. purified PglD enzyme, DTNB colorimetric CoA detection. inhibition, % at 12.5 µM. 360,000 tested, 0.098% active; in the data active = inhibition above about 16%, passing the limit was not always enough; inconclusive = no clear call, values can overlap the other calls; also: strong numbers were not always called active
Statin myotox sup: suppression of simvastatin myotoxicity. C2C12 myotubes + simvastatin, ATP luminescence, 48 h; scaled: DMSO 0, geranylgeraniol control 100. rescue of ATP level, % at 7.49 µM. 330,000 tested, 0.78% active. AID 602340;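 active = mean ATP rescue above about 67%, or every replicate alone reaching that limit, limit read from the data, passing the limit was not always enough; inconclusive = no clear call, values can overlap the other calls; inactive = mean under the limit and some replicate under it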;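 also: myotubes were challenged with 10 µM simvastatin during compound exposure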
PGC1a acetyl inh: PGC1a acetylation modulation, inhibitor mode; U2OS PGC1a acetylation, AlphaScreen anti-acetyl-lysine; with virally co-expressed GCN5 acetyltransferase; inhibition, % at 15.6 µM; 350,000 tested, 0.17% active; AID 651687;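 active = every replicate shows inhibition of at least 40%; inconclusive = mean inhibition at least 40% but some replicate below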;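 also: 0% = neutral control wells and 100% = positive control wells; some results beyond the cut were filed as inactive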
* marks the source's active call; other numbers are inactive results; ? = inconclusive; nt = no result given; [ ] = dose if it differs, or a comment.

SMILES	F508del corr	miR-122 sensor	Cneo AK release	FN deposition inh	INS-1E GSIS act	PglD inh	Statin myotox sup	PGC1a acetyl inh
CC1(C(=O)Nc2ccc3nc[nH]c3c2)CCN1C(=O)C1(c2ccccc2)CCCC1 (stereo not given)	2.0	-1	0	7	-7	3	3	-30
COCCn1c(SCc2ccc(Cl)cc2)nc2c1c(=O)[nH]c(=O)n2C	-1.4	5	4	-6	10	3	nt	2
CCCNC(=O)Nc1ccc2c(c1)C(=O)N(C)C[C@H](OC)[C@@H](C)CN(Cc1cncnc1)[C@H](C)CO2	-0.7	0[16.7 µM]	43	-3	-4	-3	0	13
Cn1ncc(Cl)c1C(=O)NC(=S)Nc1sc2c(c1C#N)CCCCC2	nt	8	-3	-5	nt	-1	-3	4
O=C(Cc1cccc(NC(=O)C2CCCN(C(=O)C3CCCC3)C2)c1)Nc1ccc(C(=O)N2CCOCC2)cc1 (stereo not given)	1.1	nt	-1	-17	2	-3	6	nt
CCOC(=O)/C(C#N)=C\c1cc(C)n(-c2ccccc2)c1C	nt	5	-3	-6	nt	1	1	3
CC(C)C#Cc1ccc2c(c1)O[C@@H](CN(C)C(=O)Cc1ccccn1)[C@@H](C)CN([C@@H](C)CO)S2(=O)=O	3.4	30[16.7 µM]	78	-7	3	0	41	4
CCOc1ncccc1C(=O)OCC(=O)NCCCc1ccccc1	-1.9	2	1	-3	54*	1	4	-1
Cn1c(Nc2cccc(Cl)c2)nc2ccccc21	0.1	nt	-2	-3	14	0	-24	nt
O=C(O)CCC(=O)N1N=C(c2ccccc2)CC1c1ccc(Br)cc1 (stereo not given)	0.8	4	0	-1	-9	-4	-1	-9
Cc1csc(CN(C)C(=O)C2CCC(=O)N(CCN(C)C)C2)n1 (stereo not given)	0.2	0	2	1	-10	0	-3	2
Cc1ccc(-n2c(C)nnc2SCC(=O)N2CCOCC2)cc1	-1.4	nt	-3	8	7	0	5	nt
O=C(NC1CCCCC1)c1cc(-c2ccco2)on1	2.2	nt	-2	nt	1	-4	3	2
CC(C)c1c(O)nc(SCCC(=O)O)[nH]c1=O	nt	-3	-5	-2	nt	-1	nt	nt
CC(=O)N1CCN(S(=O)(=O)c2cccc(C(=O)OCc3ccc(C(C)(C)C)cc3)c2)CC1	2.1	-1	-1	9	-69	4	0	nt
Fc1cccc(C2NN=C(c3ccccc3)S2)c1 (stereo not given)	0.1	5	-3	1	-2	-3	-8	-2
CCc1nc2ccccc2n1Cc1cc(=O)n2cc(C)ccc2n1	nt	-2	3	1	nt	6	-1	10
COc1ccc(-c2sccc2C(C)C(=O)O)cc1 (stereo not given)	nt	5	-1	5	24	-3	5	-7
Cc1cccc(C(=O)N/N=C2\CS(=O)(=O)N(C)c3ccsc32)c1	3.9	0	-7	3	4	-2	-34	7
O=C(Nc1ccc(S(=O)(=O)Nc2ncccn2)cc1)c1ccccc1Br	-1.3	nt	-1	4	9	4	4	nt
C[C@H](CO)N1C[C@H](C)[C@@H](CN(C)S(=O)(=O)c2cn(C)cn2)OCCCC[C@H](C)Oc2ccc(NC(=O)CCC(F)(F)F)cc2C1=O	-1.7	11[16.7 µM]	-1	nt	11	-3	0	nt
COc1cccc(S(=O)(=O)N2CCCCN3[C@H](CO)[C@@H](c4ccc(-c5cncnc5)cc4)[C@@H]3C2)c1	1.3	1[16.7 µM]	1	nt	2	3	nt	0
O=[N+]([O-])c1ccc(NC(=S)N2CCN(c3ccccn3)CC2)cc1	1.5	17	-4	-4	4	-7	5	-2
CN(C)CCSc1nc(N)c2c3c(sc2n1)COC(C)(C)C3	1.0	-6	2	nt	nt	2	3	1
COc1ccccc1-c1cccc([C@@H]2C[C@H]3[C@H](CON3C)CN2C(=O)C(C)(C)C)c1	0.1	2	1	8	-8	2	4	4
CO[C@@H]1CN(C)C(=O)c2ccc(NC(=O)C3CC3)cc2OC[C@@H](C)N(C(=O)CN(C)C)C[C@@H]1C	-1.1	nt	0	-4	-4	1	3	11
COc1ccccc1C(=O)NC(=S)Nc1cc(C(=O)O)ccc1C	-2.8	-5	nt	2	-4	nt	nt	0
COc1cccc2cc(-c3csc(NC(=O)CCC(=O)NCCCN4CCC(C)CC4)n3)c(=O)oc12	2.1	-1	nt	-3	13	nt	-98	3
Cc1ccc(S(=O)(=O)N2CC[C@@H]3[C@@H](CO)Nc4ccc(-c5cccc(C(=O)N(C)C)c5)cc4[C@@H]32)cc1	1.6	11[16.7 µM]	-11	19	-2	4	27	9
Cc1ccc(NS(=O)(=O)c2ccc(C(=O)NCC(c3ccco3)N3CCCCC3)cc2)cc1 (stereo not given)	1.7	nt	nt	1	-19	nt	-26	nt
C[C@@H]1CCCCO[C@H](CN(C)C(=O)CCC(F)(F)F)[C@@H](C)CN([C@H](C)CO)C(=O)c2cc(NC(=O)CCCCCC(=O)Nc3ccccc3N)ccc2O1	-0.4	3[16.7 µM]	-16	nt	2	-1	nt	12
COC(=O)[C@@H]1[C@H]2C[C@H]3c4[nH]c5ccccc5c4CCN3C[C@@H]2CC[C@@H]1O	4.6	0	2	1	27	-2	1	0
Cc1cc(=O)oc2cc(NC(=O)C(C)Oc3ccccc3)ccc12 (stereo not given)	3.3	-7	nt	2	-13	nt	nt	7
O=C(NCc1ccccc1Cl)c1csc([C@H]2C[C@H](O)[C@@H](CO)O2)n1	1.4	-18	0	nt	-10	0	24	nt
CCOc1ccc(-c2nnc(-c3ccncc3)o2)cc1	nt	nt	-2	nt	nt	5	3	3
CCOC(=O)c1c(N)ssc1=S	nt	-1	1	nt	19	0	4	-8
Cn1c(-c2ccc(F)c(F)c2)cc2onc(-c3ccccc3)c2c1=O	1.2	-1	0	-2	nt	2	-33	-1
CN(C)S(=O)(=O)c1ccc(Cl)c(C(=O)OCC(=O)NC(=O)NC2CCCC2)c1	2.4	10	0	-2	-33	5	-3	-1
Cc1c(NC(=O)C2(C)CCCCC2)c(=O)n(-c2ccccc2)n1C	nt	nt	-1	nt	2	0	-2	7
CC(C)[C@H]1COCCS(=O)(=O)N1Cc1ccccc1-c1cccc2c1oc1ccccc12	-3.9	-6	-1	-11	-10	-1	15	-20
CCOc1ccc(Cn2c(=O)sc3ccccc32)cc1	-2.9	-5	11	6	nt	-1	8	7
O=C(O)C1Cc2ccccc2CN1C(=O)c1ccco1 (stereo not given)	-1.7	-2	0	-5	11	-8	26	12
C[C@@H]1CN([C@H](C)CO)C(=O)c2cc(NS(=O)(=O)c3ccc(F)cc3)ccc2O[C@@H](C)CCCCO[C@@H]1CN(C)S(=O)(=O)c1ccc(F)cc1	-1.4	6[16.7 µM]	1	-3	-10	1	nt	3
C[C@H]1CN([C@@H](C)CO)C(=O)c2c(c3ccccc3n2C)-c2ccccc2CO[C@@H]1CN(C)Cc1ccc2c(c1)OCCN2C	0.0	nt	nt	2	-18	nt	nt	-2
C[C@@H]1CN([C@H](C)CO)S(=O)(=O)c2ccc(-c3ccc(C#N)cc3)cc2O[C@@H]1CN(C)CC1CC1	-2.0	2[16.7 µM]	-3	6	3	0	-2	9
CCC(C)Sc1ccc([C@@H]2[C@@H]3C(=O)N(C)C(=O)[C@@H]3[C@]3(C(=O)OC)CCCCN23)cc1OC (stereo not given in full)	-1.5	-4	0	-2	-35	2	1	-6
CCOc1ccc(CCN2C(=S)N([C@@H](CC(C)C)CN3CCCC3CN3C(=S)NC[C@@H]3CC(C)C)C[C@@H]2Cc2ccc(O)cc2)cc1 (stereo not given in full)	-1.3	-5	-2	nt	-8	-3	-1	1
COC1CCN(Cc2cn(Cc3ccccc3)nc2-c2cc3ccccc3o2)CC1	-0.2	17	8	2	-17	-3	21	-13
C=CCn1c(SCc2c(C)noc2C)nnc1C1COc2ccccc2O1 (stereo not given)	nt	1	-1	-4	nt	2	-2	-7
Cc1cc(C)cc(NC(=O)CSc2nc(=O)n(CCCN3CCOCC3)c3c2CCCC3)c1	4.2	12	0	-7	-11	-1	4	-20
CCOC(=O)C1=C(C(=O)OCC)N(Cc2ccccc2)CCC1=O	2.8	nt	0	6	2	0	11	nt
CC(C)C[C@H](NC(=O)N1CCn2c1nc1ccccc12)C(=O)NCc1ccco1	1.6	3	2	0	nt	-1	3	-4
Cn1c(CCNC(=O)c2cc(COc3ccc(F)c(F)c3)on2)nc2ccccc21	-5.1	-4	-1	-1	5	-3	8	10
Cc1ccc(S(=O)(=O)N(C)C[C@H]2Oc3ccc(NC(=O)C4CC4)cc3CC(=O)N([C@H](C)CO)C[C@H]2C)cc1	-0.7	-2[16.7 µM]	-2	nt	2	-11	27	1
COc1cccc(/C=C2\Sc3ccc(C(=O)NCC4CCCO4)cc3N(C)C2=O)c1 (stereo not given)	0.4	nt	10	11	-5	-3	10	nt
Cc1noc(C)c1NC(=O)Nc1cccc2c1O[C@H](CN(C)C(=O)Nc1ccc(F)cc1)[C@@H](C)CN([C@H](C)CO)C2=O	-6.2	12[16.7 µM]	nt	nt	7	nt	nt	0
CC1(C)CC(=O)c2c(O)cc(OCC(=O)N3CCN(c4ccc(F)cc4)CC3)cc2O1	-1.9	-6	-4	6	-18	-1	30	-1
COc1ccc(C(=O)Nc2ccc(S(=O)(=O)Nc3nccc(C)n3)cc2)cc1	0.4	nt	1	-6	-12	3	-11	3
Cc1c(Nc2c3ccccc3nc3ccccc23)c(=O)n(-c2ccccc2)n1C	-34	nt	nt	6	1	nt	8	1
N#Cc1c(-n2cccc2C=O)sc2c1CCCC2	0.3	nt	nt	0	-14	nt	nt	7

Following part:
SMILES	F508del corr	miR-122 sensor	Cneo AK release	FN deposition inh	INS-1E GSIS act	PglD inh	Statin myotox sup	PGC1a acetyl inh
CNC[C@@H]1Oc2ncc(C#Cc3ccncc3)cc2C(=O)N([C@H](C)CO)C[C@@H]1C	-1.7	-2[16.7 µM]	-2	nt	-10	3	-2	-17
C[C@H](CO)N1C[C@H](C)[C@H](CN(C)Cc2ccc(Cl)c(Cl)c2)OCCCC[C@H](C)Oc2ccc(NC(=O)Nc3ccc(C(F)(F)F)cc3)cc2C1=O	3.0	-11[16.7 µM]	-1	nt	25	2	-179	-11
Cc1noc(C)c1S(=O)(=O)N(C)C[C@H]1Oc2c(NC(=O)Nc3ccc(C(F)(F)F)cc3)cccc2C(=O)N([C@H](C)CO)C[C@@H]1C	-5.4	1	-3	-4	-16	1	-2	nt
O=C(c1ccc(C(F)(F)F)cc1)c1c[nH]c(C(=O)NCCCn2ccnc2)c1	nt	-1	1	8	nt	-12	-3	2
COc1ccccc1NS(=O)(=O)c1cc(NC(=O)Nc2ccc(Cl)cc2Cl)ccc1N1CCCCC1	nt	?	22	6	-14	0	nt	-23
Cc1ccc(CNCc2cccnc2)cc1	nt	-5	-2	-10	nt	-3	4	-16
Cc1ccc(S(=O)(=O)CCc2nnc(NC(=O)CCl)s2)cc1C	1.1	nt	nt	4	0	nt	nt	3
